Screens as filed in PubChem.
MMP13 inh – human MMP13 inhibitors, primary screen, biochemical, FRET peptide cleavage | Collagenase 3 (Homo sapiens), P45452 | MMP-13 fTHP FRET cleavage, Mca fluorescence | inhibition, % at 4 µM | 65,000 compounds, 0.07% hits;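 active = inhibition above the mean of compound-free control plate wells plus 3 SD, cut at about 14% in these data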;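 also: 0% = DMSO wells and 100% = wells with reference MMP-13 inhibitor after basal subtraction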
DUSP1 inh – MKP-1 phosphatase inhibitors, primary screen, biochemical, in vitro; Dual specificity protein phosphatase 1 (Homo sapiens), P28562; recombinant MKP-1, OMFP hydrolysis fluorescence; inhibition, %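 (compounds tested at a single concentration somewhere between 10 and 100 µM)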; 65,000 compounds, 0.15% hits; AID 374, 2006;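 active = inhibition above about 50%, limit read from the data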;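 also: 0% = DMSO max control wells and 100% = wells with enzyme stopped by NaOH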
Abs 340nm – compound light absorbance at 340 nm, profiling panel, artefact control, biochemical, MLSMR library, data from PS, PMK, MK assays | fold change at 10 µM | 65,000 tested, under 10 active | compound absorbance at 340 nm, fold over control;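 active = at 10 µM dose, initial 340 nm absorbance at least 2 fold that of control wells; inactive = change under 2 fold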;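 also: initial absorbance extrapolated from kinetic A340 decline of NADH oxidation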
FXIa mix inh – FXIa protease inhibitors in compound pools, primary screen, biochemical, 10-compound mixtures; Coagulation factor XI (Homo sapiens), P03951; purified FXIa, fluorogenic substrate, pooled mixtures; inhibition, % at 5 µM; 62,000 compounds, 0.19% hits;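 also: each value is inhibition by a whole ten-compound pool holding the compound; 0% = enzyme with no mixture and 100% = wells lacking enzyme; strong numbers were not always called active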
Cdc25B block – inhibitors of Cdc25B phosphatase catalytic domain, primary screen, biochemical, OMFP fluorescence. AID 368, 2006. 65,000 compounds, 0.1% hits. recombinant Cdc25B, OMFP fluorescence Ex485/Em525. inhibition, %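 (compounds tested at 10 µM final in the well)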; in the data active = inhibition above about 50%
Target sequence (P30305 whole entry, looked up, the tested form may be a part): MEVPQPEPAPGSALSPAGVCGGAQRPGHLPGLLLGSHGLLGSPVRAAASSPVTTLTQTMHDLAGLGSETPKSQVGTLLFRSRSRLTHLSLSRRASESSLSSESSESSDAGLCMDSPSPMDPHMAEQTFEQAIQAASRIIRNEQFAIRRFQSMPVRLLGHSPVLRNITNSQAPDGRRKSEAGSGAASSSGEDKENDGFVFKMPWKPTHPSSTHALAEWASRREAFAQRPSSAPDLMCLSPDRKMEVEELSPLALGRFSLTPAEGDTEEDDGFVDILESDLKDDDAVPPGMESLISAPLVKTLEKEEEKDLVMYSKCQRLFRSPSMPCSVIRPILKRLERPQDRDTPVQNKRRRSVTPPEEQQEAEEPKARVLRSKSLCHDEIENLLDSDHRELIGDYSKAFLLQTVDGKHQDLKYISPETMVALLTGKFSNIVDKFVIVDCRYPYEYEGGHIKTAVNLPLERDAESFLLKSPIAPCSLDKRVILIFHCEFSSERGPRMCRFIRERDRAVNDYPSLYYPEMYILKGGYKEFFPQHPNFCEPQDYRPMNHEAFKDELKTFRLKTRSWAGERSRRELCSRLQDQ
AP ELISA ortho – alternative complement pathway inhibitors, primary screen, biochemical, ELISA, human serum, orthogonally pooled compounds | inhibition, % at 5 µM | LPS-coated ELISA, C3 deposition; tested in compound mixtures | 62,000 compounds, 0.08% hits;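 active = inhibition above 30% in each of the two pooled mixtures holding the compound, so the lower value exceeds 30%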;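 also: 0% = serum in Mg-EGTA without compound and 100% = EDTA serum blank; some compounds past the cut are filed as inactive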
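Assay system: human serum alternative complement pathway, C3 deposition on LPS-coated wells; Dosing: 5 µM per compound in ten-compound mixtures; Detection: Anti-C3 ELISA, OD 450 nm; Buffer or medium: Mg2+-EGTA GVB++ buffer containing human serum at 1:15 dilution; Timing: 1 h at 37 °C; Replication: two different pools per compound.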
FXIIa inh mix – human factor XIIa inhibitors, primary screen, biochemical, pooled compound mixtures, fluorogenic substrate. inhibition, % at 5 µM. Coagulation factor XII (Homo sapiens), P00748. purified FXIIa. AID 684, 2007. 62,000 compounds, 0.2% hits;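 also: 0% = enzyme without compound and 100% = no enzyme blank; some results filed as inactive read as strong as hits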
Hsp90 block – tumor Hsp90 inhibitors, primary screen, cell lysate, fluorescence polarization, NCI-N417 lysate; Heat shock protein HSP 90-alpha (Homo sapiens), P07900; Cy3B-geldanamycin FP displacement; inhibition, % at 30 µM; 64,000 compounds, 0.35% hits; AID 429, 2006;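 active = inhibition above 50%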;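 also: 0% = tracer plus lysate wells and 100% = tracer alone without lysate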
JNK3 blocker – JNK3 kinase activity inhibitors, primary screen, biochemical, human, purified enzyme; inhibition, % at 8 µM; Mitogen-activated protein kinase 10 (Homo sapiens), P53779; AID 746, 2007; HTS; 60,000 compounds, 0.61% hits; in the data active = inhibition above about 17%;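 also: 0% = DMSO and 100% = reference inhibitor; many of its hits are not listed in these tables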
Target sequence (P53779 whole entry, looked up): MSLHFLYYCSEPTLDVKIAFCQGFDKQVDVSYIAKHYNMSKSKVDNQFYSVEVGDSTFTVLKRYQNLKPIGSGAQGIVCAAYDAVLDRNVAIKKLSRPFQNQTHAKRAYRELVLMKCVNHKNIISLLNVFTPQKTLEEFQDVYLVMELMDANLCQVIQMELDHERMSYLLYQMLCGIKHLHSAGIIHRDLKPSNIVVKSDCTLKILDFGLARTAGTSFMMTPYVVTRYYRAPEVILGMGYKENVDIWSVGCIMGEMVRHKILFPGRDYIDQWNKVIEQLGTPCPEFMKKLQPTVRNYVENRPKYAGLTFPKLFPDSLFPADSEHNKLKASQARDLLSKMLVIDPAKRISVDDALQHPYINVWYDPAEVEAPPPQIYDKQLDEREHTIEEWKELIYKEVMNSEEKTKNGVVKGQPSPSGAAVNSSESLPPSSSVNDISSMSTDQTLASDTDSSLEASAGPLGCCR
* hit, by the source's call; x = no result given; [ ] = another dose, or the depositor's remark. Rule as the data show it, unless noted: active = inhibition above about 20% (passing the limit was not always enough); inactive = the rest.

SMILES	MMP13 inh	DUSP1 inh	Abs 340nm	FXIa mix inh	Cdc25B block	AP ELISA ortho	FXIIa inh mix	Hsp90 block	JNK3 blocker
O=C(Nc1c(F)cc(F)cc1Br)c1cc(-c2ccco2)on1	3	7	0.98	15	-5	11	7	-12	-4
Cc1ccc(NC(=O)CS(=O)CC(=O)NCC2CCCO2)cc1 (stereo not given)	4	-15	1	4	-8	-14	-6	-2	6
Cn1ncc(N=Cc2ccccc2)c1C(N)=O	-1	-20	1.1	x	14	x	x	-1	8
Cc1ccc(-c2nc3ccccc3c(=O)n2CCCn2ccnc2)cc1	7	-1	1.1	-5	-17	-2	-37	0	-1
COc1ccc(-n2c(=O)c3c4c(sc3n3cnnc23)CC(C)CC4)cc1 (stereo not given)	5	2	0.99	6	-6	8	2	0	-6
CC(C)N1CC(C(=O)Nc2nc3ccccc3s2)CC1=O (stereo not given)	3	-1	1	6	-14	15	22	2	10
Cc1c(O)ccc(C(=O)CN2C(=O)c3ccccc3C2=O)c1O	3	-6	1.1	5	-2	15	5	-16	4
CCCC(=O)Nc1nc2ccc(S(N)(=O)=O)cc2s1	5	1	1	3	3	-3	22*	-1	7
CN1CCN(Cc2nc3c(c(=O)[nH]c(=O)n3C)n2Cc2c(F)cccc2Cl)CC1	3	0	1.1	6	-29	12	5	-1	-4
CC(=O)N(Cc1cccnc1)Cc1cc2ccccc2[nH]c1=O	0	-8	1.1	9	4	14	1	-1	-1
O=C(CSc1nnc(-c2ccc(Br)cc2)o1)Nc1cccc2ccccc12	3	32	1.1	2	-7	6	-4	0	-6
O=C(c1noc2c1CCc1ccccc1-2)N1CCOCC1	3	3	0.98	3	4	12	10	-1	0
COC(=O)c1cc(OC)c(OC)cc1-n1cnc2cc(OC)c(OC)cc2c1=O	8	12	1	7	-11	14	-1	-6	5
Cn1c(Cl)nc2c1c(=O)n(Cc1cccc(Br)c1)c(=O)n2C	-1	-13	1	x	-24	x	x	2	5
CCCN1CCC(NC(=O)Nc2ccc(OC)c(OC)c2)CC1	-2	-12	0.97	2	-20	10	5	-1	-8
CCc1ccc(-c2nc(CN3CCC(C(=O)NCCc4ccc(OC)c(OC)c4)CC3)c(C)o2)cc1	-3	37	1.1	-3	-36	9	8	-5	-1
CC(C)CC(=O)Nc1c2c(nn1-c1ccc(F)cc1)CSC2	4	-1	1	6	-20	5	11	-5	4
O=C(O)CCN1C(=O)c2ccccc2C1=O	-2	-5	1	1	3	18	-13	-3	-1
COc1cccc(-n2c(SCC(=O)OC(C)C)nnc2-c2cccnc2)c1	0	-7	0.97	17	-2	2	2	-4	-2
COCCN(C(=O)Nc1ccc(OC)cc1OC)C1CCN(C(C)=O)CC1	-8	6	1	3	-2	13	2	0	-3
CCN(c1cccc(C(F)(F)F)c1)S(=O)(=O)c1ccc2c(c1)CCN2C(C)=O	1	25	1.1	4	-10	20	4	-3	x
CCOCCCn1c(=S)[nH]c2cc(C(=O)N3CCC(C(N)=O)CC3)ccc2c1=O	4	1	1	7	-11	2	-7	0	x
CC1(C)CC(=O)C(C=NCC2CCN(C(=O)Nc3ccccc3)CC2)=C(O)C1	2	19	1.1	7	-3	6	11	2	-2
Cc1noc(C)c1S(=O)(=O)N1CCC(C(=O)Nc2ccccn2)CC1	0	10	0.99	-1	8	7	9	0	x
O=C(O)C1CC=CCC1C(=O)N1CCN(c2nc(-c3ccccc3)c3ccccc3n2)CC1 (stereo not given)	-46	-10	1	4	0	6	2	-1	-3

Quoted from above, 3 compounds:
SMILES	MMP13 inh	DUSP1 inh	Abs 340nm	FXIa mix inh	Cdc25B block	AP ELISA ortho	FXIIa inh mix	Hsp90 block	JNK3 blocker
CCCN1CCC(NC(=O)Nc2ccc(OC)c(OC)c2)CC1	-2	-12	0.97	2	-20	10	5	-1	-8
CCc1ccc(-c2nc(CN3CCC(C(=O)NCCc4ccc(OC)c(OC)c4)CC3)c(C)o2)cc1	-3	37	1.1	-3	-36	9	8	-5	-1
CC(C)CC(=O)Nc1c2c(nn1-c1ccc(F)cc1)CSC2	4	-1	1	6	-20	5	11	-5	4

Other records
SMILES	MMP13 inh	DUSP1 inh	Abs 340nm	FXIa mix inh	Cdc25B block	AP ELISA ortho	FXIIa inh mix	Hsp90 block	JNK3 blocker
C#CCOc1nc(OCC#C)nc(OCC#C)n1	2	5	1	3	3	12	-14	-2	2
COc1ccc(C)cc1-n1c(N)c(C#N)c(C#N)c1-c1ccc(OC)c(OC)c1OC	-7	9	0.99	10	3	10	8	-3	-1
O=C(C1CCC1)N1CCc2cc(S(=O)(=O)NCC3COc4ccccc4O3)ccc21 (stereo not given)	0	-5	0.98	6	5	-5	3	1	3
Cc1ccc(C(=O)CC2(O)C(=O)N(C)c3ccccc32)o1 (stereo not given)	4	4	1	7	-12	11	39	-2	-7
NS(=O)(=O)c1ccc(NC=C2C(=O)OC3(CCCCC3)OC2=O)cc1	-3	3	1.2	1	-9	0	6	3	-4
O=C(NCc1ccco1)c1cc(-c2ccc3c(c2)OCO3)on1	-2	20	1	1	4	3	-14	0	-5
O=C(NC(O)C(=O)c1ccccc1)c1cccs1 (stereo not given)	-10	5	1	0	6	17	7	-4	-4
Cc1ccc(Sc2c(C)[nH]n(C(C)(C)C)c2=O)cc1	2	-10	0.99	1	6	10	9	3	1
COc1cccc(NC(=O)CCN2CCN(C)CC2)c1	-1	-7	1	-4	-8	8	0	-1	-2
CCNc1sc(C(=O)c2cccs2)c(N)c1-c1nc2ccccc2s1	2	-4	1	-2	0	3	13	0	-5
O=C(Nc1ccccc1OC(F)F)c1ccc(Br)o1	8	-11	1	4	-23	6	8	-3	11
N#CC1=C(N)SC(N)=C(C#N)C1c1ccnc2ccccc12	-4	11	1.1	4	-12	-1	2	-4	-5
Cc1cc(OCC(=O)Nn2cnnc2)ccc1Br	-1	-13	1	x	-34	x	x	1	-8
Cc1cc(C(=O)CSc2nnc(-c3ccco3)o2)c(C)n1CC1COc2ccccc2O1 (stereo not given)	2	2	0.98	3	46	-6	-21	-6	3
O=S(=O)(c1ccc2ccccc2c1)N1CCN(S(=O)(=O)N2CCOCC2)CC1	-5	7	1	9	-4	-1	12	-1	-2
COC(=O)c1ccccc1NC(=O)c1cnc2sccn2c1=O	6	-6	1.1	6	10	9	2	-2	11
Cc1cc(C)c(S(N)(=O)=O)c(C)c1-n1cnnn1	2	0	1	4	-12	-5	4	-6	-3
CCOc1ccc(C(=O)N(Cc2ccc(N(C)C)cc2)C2CCS(=O)(=O)C2)cc1 (stereo not given)	-5	-8	1	25	-4	7	5	-2	-1
CCN(CC)CCCN1C(=O)C(=O)/C(=C(/O)c2ccc3c(c2)CC(C)O3)C1c1ccncc1 (stereo not given)	-8	-19	1.1	x	-5	x	x	-5	-9
COc1ccc(-c2nnc3n2N=C(c2cccc(Br)c2)CS3)cc1OC	6	-7	1.1	2	-1	9	-1	0	2
CC(C)Cn1c(N)c(C(=O)COC(=O)C2CCCCC2)c(=O)n(C)c1=O	7	35	1	-4	-13	-12	1	-7	3
Cc1nn(C(C)(C)C)c(OC(=O)C2CCCC2)c1S(=O)(=O)c1ccccc1	1	11	1	-1	-12	6	17	-4	-7
CN(Cc1nc(-c2cccnc2)no1)S(=O)(=O)c1ccc2ccccc2c1	0	10	1.1	3	-2	22	2	-16	-8
O=C(Nc1nc(-c2cccs2)cs1)c1ccc(Cl)s1	1	0	1.1	14	-4	-2	-1	-3	6
O=C(NCc1ccc(F)cc1)c1cc2ccccn2n1	-2	-8	0.99	8	-8	8	7	-1	1
Further compounds follow.
SMILES	MMP13 inh	DUSP1 inh	Abs 340nm	FXIa mix inh	Cdc25B block	AP ELISA ortho	FXIIa inh mix	Hsp90 block	JNK3 blocker
CC1=C(c2ccccc2)[N+](=O)C2(CCCC2)N1[O-]	4	-5	1.1	12	-9	10	1	0	2
COC(=O)c1ccc(CSc2nnc3c(Cl)cc(Cl)cn23)o1	4	-2	1	1	6	17	0	-4	-4
O=C(CN1CCOCC1)Nc1ccc(OCc2ccccc2)cc1	4	-2	1	3	-17	15	-23	-2	x
O=P(O)(O)CP(=O)(O)O	2	-5	0.99	6	-17	11	5	-2	-2
COCCCn1c(-c2ccco2)nc2ccccc2c1=O	6	2	1.1	11	-8	11	0	0	2
CCOC(=O)N1CCN(S(=O)(=O)c2ccc(C)c(C)c2)CC1	-1	0	1	1	32	12	-15	-1	6
COCc1c(C)cc(C)c(/C=N/O)c1C	4	-4	1.1	6	-23	-1	-5	1	4
COc1ccc(C2C(C(=O)O)CC(=O)N2C2CCCCC2)cc1 (stereo not given)	-1	0	1	-2	-1	14	-1	-2	2
CCOC(=O)CC1Sc2ccccc2NC1=O (stereo not given)	-1	6	1	4	1	0	0	-4	x
CN1c2ccccc2-c2nc3ccccc3n2C1c1ccccn1 (stereo not given)	-316[fluorescence artefact?]	-3	1.1	-17	-6	16	2	x	x
CC(NC(=O)c1cccs1)C(=O)NC1=NCCS1 (stereo not given)	0	-5	0.99	5	-11	25	10	0	-1
COCCNC(=O)CN(C(=O)CCC(=O)Nc1nccs1)c1ccccc1OC	2	18	1	-1	-11	8	11	0	6
Cc1ccc(CNC(=O)c2ccccc2NS(C)(=O)=O)cc1	-26	10	1	-33	-4	18	6	-1	4
O=C(CSCc1nc2ccccc2[nH]1)N1CCN(c2ccc(F)cc2)CC1	-5	23	1	-4	2	-7	-22	-4	-1
Nc1c(C(=O)Nc2ccc(Cl)cc2)oc2ccccc12	-47	-5	1.1	-3	-2	19	3	-1	6
c1csc(-c2ncc3ccccn23)c1	-16	6	1.2	11	-7	5	-1	-3	12
CC(=O)Nc1sc2c(c1C(c1cccs1)N1CCOCC1)CCCC2 (stereo not given)	2	31	0.98	2	7	8	5	-6	-2
CCOC(=O)C1C(=O)N(C(=O)c2ccc(OC)cc2)CC1c1ccccc1 (stereo not given)	-2	8	0.98	-3	-18	-4	-17	2	0
O=C(c1ccco1)N1CCN=C1SCc1c(F)cccc1Cl	4	7	0.99	29*	-5	7	11	1	2
CCCC1(C(=O)OCC)NC(c2ccc(N(C)C)cc2)C2C(=O)N(c3ccc(OCC)cc3)C(=O)C21 (stereo not given)	-4	25	0.99	-4	-9	14	7	-5	-6
O=c1cccc(-c2ccccc2)[nH]1	2	-21	1.1	12	-13	-3	-2	1	-3
O=C(NC1CCCCCC1)c1cccc(N2CCCC2=O)c1	-7	-5	1	3	9	29	7	-1	7
O=C(OCc1nnc(-c2ccccc2)o1)C1CCN(S(=O)(=O)c2cccs2)CC1	6	8	1	0	-12	8	13	0	0
CCCn1c2c(c(O)c(C(=O)Nc3ncccc3C)c1=O)CCCC2	6	-19	1.1	8	-1	8	-26	-6	-1
Oc1ccc(C=Nc2cccc3ncccc23)c(O)c1	0	-10	1	-1	7	2	5	9	-4
CCOC(=O)c1cc2n(c1C)-c1ccccc1C2=O	-1	1	1.1	6	3	8	9	-10	5
CCS(=O)(=O)N1CCC(C(=O)N2CCOCC2)CC1	0	13	0.99	-18	-11	8	-1	-2	5
Cc1cc2ccccc2c(=O)n1CC(=O)NCC(=O)N1CCCC1	-6	4	1.1	1	-15	19	7	-3	3
COc1ccc(-c2nnc(SCC(=O)N3CCCC3)o2)cc1OC	-2	-15	1	x	0	x	x	-1	-11

An unsorted share of the library. Share with any hit: about 1.5%.
